CTSL1 counter: Fasciola hepatica cathepsin L1 inhibitors, primary screen, counter-screen for PFM18AAP inhibitor project, biochemical, QFRET, fluorogenic peptide substrate; inhibition, % at 5.96 µM; AID 1906, 2009; recombinant F. hepatica cathepsin L1, Z-Leu-Arg-MCA fluorescence; 300,000 compounds, 0.49% hits;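 active = inhibition above the mean of all tested compounds plus 3 SD, set per screening campaign, cut at about 17% in these data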;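 note: 0% = plate median of test compound wells and 100% = 1 µM Z-Phe-Ala-diazomethylketone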
PP5 inh: PP5 phosphatase inhibitors, primary screen, biochemical, fluorescence | Serine/threonine-protein phosphatase 5 (Homo sapiens), P53041 | purified PP5c, OMFP substrate fluorescence | inhibition, % at 6.7 µM | 320,000 compounds, 0.18% hits | AID 1987, 2009;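 active = inhibition above the campaign's mean inhibition across all tested compounds plus 3 SD, cut at about 9.5% in these data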;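 note: 0% = DMSO only and 100% = 100 µM cantharidin control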
Target sequence (P53041 whole entry, looked up): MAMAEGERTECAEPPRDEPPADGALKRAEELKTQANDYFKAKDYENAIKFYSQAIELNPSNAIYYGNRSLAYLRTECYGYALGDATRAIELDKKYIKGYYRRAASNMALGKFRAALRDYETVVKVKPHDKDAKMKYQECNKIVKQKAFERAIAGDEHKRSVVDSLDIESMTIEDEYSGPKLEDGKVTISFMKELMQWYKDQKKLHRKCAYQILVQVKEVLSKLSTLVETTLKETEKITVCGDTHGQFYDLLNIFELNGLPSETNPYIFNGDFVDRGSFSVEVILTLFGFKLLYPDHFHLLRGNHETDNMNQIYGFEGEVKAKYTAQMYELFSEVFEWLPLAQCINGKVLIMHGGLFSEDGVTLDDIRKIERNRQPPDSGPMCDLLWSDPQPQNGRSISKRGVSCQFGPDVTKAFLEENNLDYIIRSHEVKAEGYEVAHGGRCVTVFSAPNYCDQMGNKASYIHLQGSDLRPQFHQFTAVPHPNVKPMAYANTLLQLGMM
Yeast superoxide: reduction of superoxide in aged yeast, primary screen, HTS | S. cerevisiae aged cells, superoxide DHE fluorescence; active compounds read low | superoxide response (% of plate mean), % at 10 µM | 330,000 compounds, 0.18% hits | AID 2690, 2010;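 active = superoxide response under a set limit, about three screen SD below normal, cut at about 65% in these data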;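 note: yeast aged for seven days with compound at 30 °C before DHE staining; 100% = average MFI of all compound-treated wells on the plate with controls excluded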
EBNA-1 inh: EBNA-1 DNA-binding inhibitors, primary screen, biochemical, fluorescence polarization; inhibition, % at 14.8 µM; 300,000 compounds, 0.34% hits; in the data active = inhibition above about 28%
ZTA counter: ZTA (EBV) inhibition in EBNA-1 counter-screen; 320,000 compounds, 0.15% hits; inhibition, % at 11 µM; ZTA-DNA binding, fluorescence polarization; AID 2234; in the data active = inhibition above about 33%
PP1 counter: PP1-alpha phosphatase inhibitors, primary screen, counter-screen for PP5 inhibitor project, biochemical, fluorescence, OMFP substrate, single point; Serine/threonine-protein phosphatase PP1-alpha catalytic subunit (Homo sapiens), P62136; purified PP1alpha; inhibition, % at 6.7 µM; 320,000 compounds, 0.9% hits; AID 2235, 2010;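 active = inhibition above the mean inhibition of all tested compounds plus 3 SD, computed separately for each screening campaign, cut at about 15% in these data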
TPT1 inh: Candida albicans TPT1 enzyme inhibitors, primary screen, biochemical, fluorescence polarization; recombinant caTPT1, FP RNA substrate dephosphorylation; inhibition, % at 5 µM; 300,000 compounds, 0.81% hits; tRNA 2'-phosphotransferase TPT1 (Candida albicans SC5314);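 active = inhibition above the mean of all tested compounds plus 3 SD, set per screening campaign, cut at about 24% in these data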;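 note: plate controls were DMSO alone for no effect and ferristatin control at 100 nM for full effect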
core dimer inh: inhibitors of HCV core protein dimerization, primary screen, biochemical, TR-FRET, high-throughput; TR-FRET GST/Flag-core106 dimerization, 1536-well; inhibition, % at 5 µM; 300,000 compounds, 0.33% hits;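 active = inhibition above the mean of all tested compounds plus 3 SD, set per screening campaign, cut at about 45% in these data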
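Assay system: GST-tagged and Flag-tagged HCV core protein residues 1-106 / Times: compound-protein-antibody incubation 4 h at 22.5 °C / Signal: time-resolved FRET, ex 340 nm, em 617 and 671 nm / Evaluation: % inhibition based on acceptor/donor emission ratio / Benchmarks: wells lacking GST-core106 and wells with excess unlabelled core106 / Repeats: singlicate, one well per compound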
GASC-1 inh: inhibitors of GASC-1 histone demethylase, primary screen, biochemical, fluorescence, DELFIA europium. Lysine-specific demethylase 4C (Homo sapiens), Q9H3R0. GST-JMJD2C(1-420) H3K9me3 demethylation. inhibition, % at 2.35 µM. 330,000 compounds, 0.069% hits. AID 2099, 2009;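 active = more than half of a compound's replicate wells show inhibition beyond 50%, single wells judged on their own value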;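 note: signal counts dimethyl H3K9 product captured on neutravidin plate; 0% = median of DMSO wells and 100% = 0.3 times that DMSO median; strong numbers were not always called active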
Target sequence (Q9H3R0 1-420 limits assumed): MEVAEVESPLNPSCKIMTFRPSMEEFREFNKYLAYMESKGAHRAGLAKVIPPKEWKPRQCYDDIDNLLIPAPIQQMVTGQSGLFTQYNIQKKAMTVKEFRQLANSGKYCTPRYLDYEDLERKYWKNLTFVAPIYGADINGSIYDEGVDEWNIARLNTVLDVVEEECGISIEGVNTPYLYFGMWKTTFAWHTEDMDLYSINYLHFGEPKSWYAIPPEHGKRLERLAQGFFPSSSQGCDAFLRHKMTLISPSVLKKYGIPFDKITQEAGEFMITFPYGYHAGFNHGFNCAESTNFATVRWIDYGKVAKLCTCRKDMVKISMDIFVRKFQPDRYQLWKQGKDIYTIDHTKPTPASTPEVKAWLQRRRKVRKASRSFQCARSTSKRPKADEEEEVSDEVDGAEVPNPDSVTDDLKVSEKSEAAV
* hit, by the source's call; x = no result given; & = joins results of further samples.

SMILES | CTSL1 counter | PP5 inh | Yeast superoxide | EBNA-1 inh | ZTA counter | PP1 counter | TPT1 inh | core dimer inh | GASC-1 inh
COc1ccc(C2=NO[C@@](CC(=O)O)(C(=O)Nc3ccc4c(c3)OCCO4)C2)cc1 | -1.9 | -0.7 | 117.2 | -5.2 | -14.1 | -2.1 | 1.0 | -3.3 | -7.6
CN(C1CCCCC1)S(=O)(=O)c1ccc(C(=O)N2CCN(c3nc4ccccc4s3)CC2)cc1 | 0.7 | 4.5 | 114.3 | -10.7 | -1.5 | -3.4 | 0.8 | 0.8 | -4.4
CCCC[n+]1ccc(-c2nc3ccc([N+](=O)[O-])cc3[nH]2)cc1 | -2.5 | 0.1 | 86.8 | -2.5 | 7.2 | 5.4 | 3.6 | -9.3 | -4.3
Cc1cccc(/C=N/NC(=O)CN2CCCCCCC2)c1 | 0.8 | -0.1 | 100.5 | 8.0 | -15.2 | -0.2 | -2.7 | -0.4 | 15.7
CC1CC(CC(=O)NNc2nc(-c3ccccc3)cs2)C(=O)O1 (stereo not drawn) | 1.0 | -0.9 | 106.8 | -4.9 | -1.3 | -1.9 | -0.2 | -2.8 | -0.3
N#CC1=C(N)n2c(s/c(=C\c3ccco3)c2=O)=C(C#N)C1c1ccco1 (stereo not drawn) | 15.2 | 1.1 | 99.0 | 3.7 | 9.7 | 5.1 | 14.7 | 23.1 | -28.1
N#Cc1c(N)nc(N)nc1Nc1ccc(Br)cc1 | 1.2 | 0.3 | 107.1 | -1.6 | -3.9 | 1.1 | -4.0 | -4.7 | 8.5
O=C(CN1CCN(Cc2ccccc2Cl)C1=O)NC1CCCCCC1 | -3.4 | 3.0 | 109.3 | -5.1 | 3.1 | 0.8 | 3.0 | 1.1 | 1.8
COc1ccc(Cl)cc1NC(=O)CN(C)C(C)C(=O)NCC1CCCCC1 (stereo not drawn) | 5.8 | 0.9 | 103.9 | 0.0 | 3.2 | -1.1 | 0.1 | 0.5 | -2.9
COc1ccc(C)cc1S(=O)(=O)N(CC(=O)N1CCCC1)c1ccc(C)cc1 | -1.7 | -0.1 | 91.9 | 4.3 | -8.5 | 1.6 | -1.2 | 5.3 | 1.0

Quoted at random: 2 compounds from above.
SMILES | CTSL1 counter | PP5 inh | Yeast superoxide | EBNA-1 inh | ZTA counter | PP1 counter | TPT1 inh | core dimer inh | GASC-1 inh
COc1ccc(C2=NO[C@@](CC(=O)O)(C(=O)Nc3ccc4c(c3)OCCO4)C2)cc1 | -1.9 | -0.7 | 117.2 | -5.2 | -14.1 | -2.1 | 1.0 | -3.3 | -7.6
Cc1cccc(/C=N/NC(=O)CN2CCCCCCC2)c1 | 0.8 | -0.1 | 100.5 | 8.0 | -15.2 | -0.2 | -2.7 | -0.4 | 15.7

Next results follow:
SMILES | CTSL1 counter | PP5 inh | Yeast superoxide | EBNA-1 inh | ZTA counter | PP1 counter | TPT1 inh | core dimer inh | GASC-1 inh
O=C(NCC1CCCO1)C(=O)N/N=C/c1c(F)cccc1Cl (stereo not drawn) | -1.4 | -2.5 | 96.6 | 5.8 | 0.0 | -1.0 | 1.4 | -0.1 | 5.6
Cc1cc(C)c2nc(-c3ccncc3)cc(C(=O)N3CCN(Cc4ccccc4Cl)CC3)c2c1 | 2.9 | 6.4 | 93.0 | 0.7 | -0.2 | 7.1 | -2.0 | 14.4 | -9.9
CN1CCN(C(=O)c2ccc3c(=O)n(Cc4ccco4)c(=S)[nH]c3c2)CC1 | 9.0 | -2.4 | 87.0 | -6.8 | -10.3 | -0.6 | -1.4 | -5.2 | -4.0
Cc1ccc(C)c(NC(=O)c2cc(S(=O)(=O)N3CCCCC3)c[nH]2)c1 | -2.5 | 0.5 | 106.1 | -2.1 | -3.9 | 0.5 | 0.2 | -4.0 | 5.6
O=C(COC(=O)c1ccc2ncsc2c1)Nc1ccccc1Br | x | 1.8 | 108.2 | x | -21.8 | 1.5 | x | x | 0.2
COc1ccc(-c2csc(NC(=O)C3CC(=O)N(c4ccc5c(c4)OCCO5)C3)n2)cc1 (stereo not drawn) | 10.1 | 0.4 | 71.6 | -6.9 | -6.2 | 9.5 | -1.2 | 33.0 | -1.7
COC(=O)c1ccc(CSc2nc(C(F)(F)F)c3c(c2C#N)CCC3)o1 | 4.2 | 3.4 | 93.9 | -0.2 | 0.8 | 2.5 | 2.5 | 16.2 | 18.5
O=C(O)CCCNS(=O)(=O)c1ccc(NCc2ccccc2)c(C(=O)O)c1 | 2.1 | -0.7 | 95.9 | 8.1 | 7.9 | -2.2 | -1.1 | -2.0 | 31.5&-13.3
Cc1cc(C)c(C#N)c(SCC2COc3ccccc3O2)n1 (stereo not drawn) | 0.6 | 4.1 | 109.8 | -14.5 | 1.1 | -1.9 | 3.5 | 2.4 | -4.2
CCOC(=O)C(Cc1ccccc1)(Cc1ccccc1)C(C)=O | 2.2 | -0.8 | 119.0 | -3.3 | 2.6 | 3.5 | -4.4 | -7.1 | 3.0
CC(=O)c1cnc2cc(-c3ccc(Cl)cc3)nn2c1C | -1.0 | 4.8 | 94.9 | -5.0 | -0.2 | 4.7 | -1.2 | -8.0 | -2.6
Nc1c2c(nc3ccc(Br)cc13)N(Cc1ccccc1)CC2 | 0.0 | -1.7 | 87.3 | 8.4 | -8.2 | 0.8 | 1.4 | 9.4 | 5.4
COc1cc2c(cc1OC)C(c1cccnc1)CC(=O)N2 (stereo not drawn) | 3.7 | -0.5 | 90.0 | 10.2 | -3.9 | -1.6 | -3.3 | -6.2 | -3.3
CC1=C(C(=O)NC2CC(C)(C)Cc3c2cnn3-c2cccc(F)c2)OCCO1 (stereo not drawn) | -0.5 | 3.3 | 87.2 | -22.5 | 2.9 | -5.5 | -1.4 | -8.2 | -10.4
Nn1c(SCC(=O)Nc2ccccc2F)nnc1-c1cccs1 | 3.7 | 1.4 | 99.6 | -6.6 | 2.4 | -2.5 | -0.8 | -1.8 | 12.3
CCN(C(=O)COC(=O)c1cccc(-n2cnnn2)c1)C1CCCCC1 | -2.0 | 3.1 | 105.6 | 4.6 | 13.9 | -0.8 | 2.6 | 1.4 | -4.7
Nc1ccc(-c2ccc(N)cc2C(F)(F)F)c(C(F)(F)F)c1 | -1.3 | 4.4 | 102.0 | -4.8 | 7.3 | 0.5 | 5.0 | -0.6 | 2.2
Cc1ccc(-c2nn(-c3ccccc3)cc2/C=C2\SC(=S)N(CCCCCC(=O)O)C2=O)o1 | 3.7 | 5.5 | 109.4 | 29.3* | 1.5 | 23.8* | 49.2* | -128.1 | -3.7
CCN(CC)S(=O)(=O)c1ccc(C(=O)NC2=NCCS2)cc1 | 4.3 | 0.1 | 105.5 | 3.6 | 7.5 | -3.1 | -1.1 | 1.0 | 6.7
Cc1nc(SCC(=O)N2CCN(c3ccccc3)CC2)c2oc3ccccc3c2n1 | 5.2 | 4.3 | 118.9 | -9.5 | 0.9 | 1.0 | -1.8 | 17.6 | -0.5

Quoted from the listing.
CCN(CC)S(=O)(=O)c1ccc(C(=O)NC2=NCCS2)cc1 @ PP1 counter: -3.1
CC(=O)c1cnc2cc(-c3ccc(Cl)cc3)nn2c1C @ Yeast superoxide: 94.9
Cc1ccc(-c2nn(-c3ccccc3)cc2/C=C2\SC(=S)N(CCCCCC(=O)O)C2=O)o1 @ core dimer inh: -128.1
CCN(C(=O)COC(=O)c1cccc(-n2cnnn2)c1)C1CCCCC1 @ PP1 counter: -0.8
COc1cc2c(cc1OC)C(c1cccnc1)CC(=O)N2 (stereo not drawn) @ core dimer inh: -6.2

(list continues)
SMILES | CTSL1 counter | PP5 inh | Yeast superoxide | EBNA-1 inh | ZTA counter | PP1 counter | TPT1 inh | core dimer inh | GASC-1 inh
O=C(COc1ccccc1[N+](=O)[O-])NC1CC1 | -1.3 | 0.8 | 87.6 | -5.5 | 6.9 | -2.2 | -2.7 | -2.3 | -0.9
NC(=O)c1ccccc1NC(=O)CCCN1C(=O)CCC1=O | 4.0 | -0.6 | 119.1 | 0.1 | -9.8 | -0.8 | 0.7 | 2.5 | 17.5
Cn1c(=O)c2c(ncn2CC(O)CO)n(C)c1=O (stereo not drawn) | -4.6 | -1.2 | 111.5 | -2.4 | 15.7 | -2.5 | 0.3 | 1.3 | -15.1
CCOc1cccc2cc(-c3cn4cc(C)ccc4n3)c(=O)oc12 | 4.8 | -1.6 | 109.2 | 3.3 | 1.1 | -0.2 | -1.4 | 14.6 | 126.5
CC/C=C/C(=O)N1CC2(CC(c3cccc(NC(=O)CCCCC)c3)=NO2)C[C@H]1C(N)=O (stereo partly drawn) | -0.1 | 2.7 | 105.4 | -19.5 | -27.1 | -0.4 | 0.7 | 0.6 | 5.6
COC(=O)/C=C1\NCCSC1=O | 1.2 | -5.2 | 90.6 | 10.5 | -7.3 | -2.2 | 0.1 | 1.1 | -11.9
O=C(OCc1c(Cl)nc2sccn12)c1cc2c(s1)CCCC2 | -4.4 | -1.1 | 105.5 | -3.3 | 15.0 | -1.3 | -4.5 | -3.2 | -1.8
Cc1cc(=O)oc2cc(NC(=O)CCC(=O)O)ccc12 | 0.7 | 3.3 | 101.3 | 13.0 | -4.4 | 3.8 | -0.6 | 0.9 | -1.1
C1=C(c2ccccc2)Nc2nnnn2C1 | 2.9 | 0.8 | 95.9 | -9.2 | 3.6 | -6.2 | 0.1 | -5.3 | 20.0
CCCNCc1cc(Br)ccc1OCC(=O)NCCc1ccccc1 | 0.1 | 2.6 | 88.4 | 2.4 | -3.0 | -1.5 | -1.2 | -7.3 | -6.7
CCCCn1nc2cc(C(=O)NCC34CC5CC(CC(C5)C3)C4)ccc2c1OC | 2.1 | 1.1 | 99.0 | 6.3 | 0.1 | 4.7 | 0.1 | 9.8 | 0.9
COc1cccc(NC(=O)c2cccc(C)c2[N+](=O)[O-])c1 | 7.0 | 2.0 | 84.1 | -4.7 | -15.1 | 1.1 | 1.8 | -0.3 | -7.7
CCCCn1c(N)c(N(CCOC)C(=O)c2cccc(S(=O)(=O)N3CCCCCC3)c2)c(=O)[nH]c1=O | 2.2 | -1.8 | 95.1 | -6.9 | -2.7 | 0.7 | 2.3 | 0.4 | 65.0
Cc1ccc(NC(=O)COC(=O)c2ccc3c(c2)OCO3)c(C)c1 | 0.2 | 1.8 | 107.5 | 18.6 | 10.3 | -0.4 | 0.4 | -0.5 | 0.8
CCOc1ccccc1/C=N/Nc1nc(C)cc(=O)[nH]1 | -0.8 | 4.2 | 83.3 | 6.4 | 3.6 | -4.4 | -2.7 | 1.3 | -8.9
CCOC(=O)c1c([N+](=O)[O-])c(C)[nH]c(=O)c1C#N | 0.5 | 0.6 | 99.1 | -4.5 | -9.4 | 2.4 | -2.0 | -11.1 | -0.4
O=C(CN1C(=O)c2cccc3cccc1c23)Nc1ccc(S(=O)(=O)Nc2nccs2)cc1 | 0.5 | -1.1 | 105.4 | 7.5 | 4.7 | 1.6 | 0.9 | 10.7 | -0.6
Cc1c(C(=O)NCC2CCCO2)sc2nc(-c3ccc(F)cc3)cn12 (stereo not drawn) | 0.2 | 1.2 | 83.2 | 1.4 | 3.7 | 1.3 | -1.6 | 0.1 | 1.4
CN1CCN(C(=O)/C(=C\c2cccc([N+](=O)[O-])c2)NC(=O)c2cccs2)CC1 | -0.2 | -2.2 | 99.1 | -4.4 | -5.1 | -11.4 | 0.2 | 3.1 | 17.4

Compound activity deposited in PubChem BioAssay by several laboratories.
